Casp6 inh: human caspase-6 inhibitors, primary screen, biochemical, VEID-R110 fluorescence, single point, set 2; P55212; purified caspase-6, Z-VEID-R110 cleavage fluorescence; inhibition, % at 12.5 µM; 350,000 compounds, 0.53% hits;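 active = mean inhibition across replicates at least about 35%, with every replicate also reaching that limit, limit read from the data; inconclusive = only one of the two criteria met; inactive = neither criterion met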;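 note: 0% = median of neutral control wells and 100% = no fluorescence left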
Target sequence (P55212 24-179 limits assumed): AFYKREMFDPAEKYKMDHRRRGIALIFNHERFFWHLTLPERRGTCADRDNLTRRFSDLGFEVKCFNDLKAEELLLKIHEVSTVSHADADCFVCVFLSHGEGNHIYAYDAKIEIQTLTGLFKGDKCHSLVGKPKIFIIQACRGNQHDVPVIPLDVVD
Target sequence (P55212 194-293 limits assumed): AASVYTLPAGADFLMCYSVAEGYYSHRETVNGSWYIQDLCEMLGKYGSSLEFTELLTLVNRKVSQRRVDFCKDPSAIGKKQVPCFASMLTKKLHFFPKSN
E-selectin induc: E-selectin induction in HUVECs, primary screen, imaging, HUVEC, immunofluorescence imaging, single point; 260,000 compounds, 0.37% hits; normalized: neutral wells 0, TNF-alpha wells 100; P16581; activation, % at 7.58 µM;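 active = mean E-selectin-positive cell signal at least 10% of the positive control, reached in at least 60% of replicates, without over 20% cell loss; inconclusive = no rule given, readout overlaps actives, possibly toxicity-flagged; inactive = the rest, including those meeting only one limit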;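 note: in these data hits start at about 27%; measured in HUVEC primary endothelial cells; signal is the percent of cells scored E-selectin positive by PE staining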
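Read-out: % PE-positive cells | Test system: HUVEC | Doses: One compound dose added by pin transfer | Buffer or medium: EGM-2 over gelatin coat | Signal: Immunofluorescence imaging | Benchmarks: TNF-alpha, DMSO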
Xi reactivation: activators of inactive X chromosome reactivation, primary screen, imaging, XiGFP fibroblasts, GFP high-content imaging, set 2 | 360,000 compounds, 0.055% hits | XiGFP mouse fibroblasts, % GFP-positive cells imaging, 3 d; cells co-treated with 5-aza-dC sensitizer; scaled so ellipticine positive control = 100% | AID 743238, 2013 | activation, % at 7.58 µM;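 active = mean normalized replicate activation at least 10% and every replicate at or above 10%; inconclusive = only one of the two criteria met; inactive = mean below 10% and not all replicates reach 10%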;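 note: 0% = median of on-plate neutral control wells and 100% = ellipticine 6 µM median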
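Material: XiGFP fibroblasts, SV40-immortalized; Buffer or medium: DMEM containing 5-aza-dC; Compound dosing: single point; Times: 3 days compound exposure.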
RAD52 anneal inh: RAD52 DNA annealing inhibitors, primary screen, biochemical, FRET, single point, set 2; DNA repair protein RAD52 homolog (Homo sapiens), P43351; recombinant RAD52 DNA annealing, FRET fluorescence; inhibition, % at 18.7 µM; 360,000 compounds, 0.46% hits; AID 651710, 2012;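 active = every replicate showing at least 50% inhibition; inconclusive = mean inhibition at least 50% but not in every replicate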
RAD54 branch: inhibitors of human RAD54 branch migration, primary screen, biochemical, fluorescence, single point; DNA repair and recombination protein RAD54-like (Homo sapiens), Q92698; RAD54 Holliday junction branch migration, FAM/BHQ fluorescence; inhibition, % at 10.4 µM; 360,000 compounds, 0.14% hits; AID 602329, 2012;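 active = mean normalized replicate activity at least 40 and at least half of replicates scoring 40 or more; inconclusive = only one of the two criteria met; inactive = mean below 40 and under half of replicates reaching 40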;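 note: 0% = median of neutral control wells and 100% = median of positive control wells; inhibitors cause a drop in the FAM fluorescence signal; in these data hits start at about 50%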
Target sequence (Q92698 whole entry, looked up): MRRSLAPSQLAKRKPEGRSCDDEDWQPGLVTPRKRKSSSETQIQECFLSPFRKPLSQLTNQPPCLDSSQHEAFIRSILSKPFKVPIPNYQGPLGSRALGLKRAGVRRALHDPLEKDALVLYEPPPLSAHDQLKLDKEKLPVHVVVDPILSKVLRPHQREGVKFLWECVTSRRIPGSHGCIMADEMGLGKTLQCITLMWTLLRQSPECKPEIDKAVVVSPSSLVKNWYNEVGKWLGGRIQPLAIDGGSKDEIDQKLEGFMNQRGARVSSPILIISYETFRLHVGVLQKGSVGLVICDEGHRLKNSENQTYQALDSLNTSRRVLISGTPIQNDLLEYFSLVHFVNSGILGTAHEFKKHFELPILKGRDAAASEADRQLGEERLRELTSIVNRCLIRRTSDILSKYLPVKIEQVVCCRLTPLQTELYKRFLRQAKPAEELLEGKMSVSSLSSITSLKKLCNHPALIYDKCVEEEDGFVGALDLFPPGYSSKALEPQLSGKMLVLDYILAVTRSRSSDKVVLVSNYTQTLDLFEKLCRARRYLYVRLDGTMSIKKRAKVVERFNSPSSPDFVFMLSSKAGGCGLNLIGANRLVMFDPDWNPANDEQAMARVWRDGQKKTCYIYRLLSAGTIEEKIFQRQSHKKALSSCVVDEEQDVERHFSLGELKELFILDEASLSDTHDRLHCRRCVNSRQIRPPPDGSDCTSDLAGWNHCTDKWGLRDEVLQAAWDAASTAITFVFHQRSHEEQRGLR
GSIS activator: GLuc luminescence reporter in INS-1E cells, primary screen for activators of glucose-dependent secretion of insulin | activation, % at 16.6 µM | INS-1E GLuc reporter insulin secretion, 2-3 h | 370,000 compounds, 0.61% hits | AID 743287, 2014;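 active = lowest replicate activation of at least 40%, so every replicate reaches that level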;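 note: 0% = median of neutral control wells and 100% = median of IBMX positive control wells; some compounds called inactive have numbers as strong as hits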
CFTR F508del cor: F508del CFTR correction, initial screen, CFBE line, single point; CFBE cells, YFP halide quenching; stimulated with forskolin plus potentiator P3; % fluorescence drop versus neutral controls; activity (quench increase), % at 7.58 µM; 350,000 compounds, 0.36% hits;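 active = mean added fluorescence quench of at least 8% versus neutral control, with both replicates also reaching 8%; inconclusive = only one of the mean or replicate conditions met; inactive = mean below 8% and not both replicates reaching 8%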;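 note: cells transiently co-express mutant CFTR-F508del with the halide-sensitive YFP; corrector assay measuring rescue of mutant channel to the surface after 24 h compound exposure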
DENV2 CPE: inhibitors of DENV2 cytopathic effect, primary screen, cell-based, plate reader, single concentration; DENV2-infected cells, cytopathic effect rescue; CPE inhibition, % at 9.99 µM; 350,000 compounds, 1.7% hits; in the data active = CPE inhibition above about 20%, passing the limit was not always enough; inconclusive = no clear call, values can overlap the other calls; tested in BHK-21 cells;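 note: 0% = median of neutral control wells and 100% = median of positive control wells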
The depositor's hits bear a star; ? = inconclusive; / = no result given.

SMILES	Casp6 inh	E-selectin induc	Xi reactivation	RAD52 anneal inh	RAD54 branch	GSIS activator	CFTR F508del cor	DENV2 CPE
CCOC(=O)[C@]12CCC=C1N(Cc1ccc3c(c1)OCO3)C(=O)[C@H](CC(=O)NCCC(C)C)C2	3	-0.1	-0.1	-21	/	-14	2.6	1
Cc1nn(-c2ccccc2)c2sc(C(=O)OCn3nnc4ccccc4c3=O)cc12	-5	-0.7	0.1	-10	-2	1	-1.1	-5
O=C(C[C@H]1CC[C@@H]2[C@H](COC[C@H](O)CN2C(=O)Nc2ccc(C(F)(F)F)cc2)O1)NCC1CC1	-1	/	0.1	7	-9	3	-2.4	-4
CC(=O)Nc1ccc(N(C(=O)c2cnccn2)C(C(=O)NC2CCCCC2)c2ccc(F)cc2)cc1 (centres undefined)	5	/	0.0	-2	10	6	6.4	-5
CC(NC(=O)COC(=O)C1CC1C)c1ccccc1 (centres undefined)	-2	/	0.5	-18	10	26	1.7	-6
Nc1ccc(-c2nc3ccccc3[nH]2)cc1	0	/	?	-30	38	-4	-0.1	15
CC(=O)N1CC2(C1)[C@H](c1ccc(-c3cccc(F)c3)cc1)[C@@H](CO)N2CC1CCOCC1	0	0.0	0.0	-14	/	-15	1.8	-8
CC(=O)Nc1ccc(C(=O)N2CCCC(c3cc(C(=O)NCc4ccccc4)no3)C2)cc1 (centres undefined)	2	0.2	0.0	-11	8	7	2.6	?
O=C(NCCc1cccs1)C1CCC(=O)N(CCc2cccc(F)c2)C1 (centres undefined)	-1	/	0.0	-6	-7	0	-1.4	2
C[C@H]1CN([C@@H](C)CO)C(=O)CCCn2cc(nn2)CO[C@H]1CN(C)C(=O)Nc1ccc(C(F)(F)F)cc1	/	0.0	-0.1	/	/	15	-0.7	/
CCOC(=O)CN(C)Cc1cn[nH]c1-c1ccc2cc(OC)ccc2c1	1	0.0	0.3	-17	-1	1	-2.3	4
CSc1ncccc1C(=O)OCC(=O)c1cc(C)n(C)c1C	-1	0.9	0.1	-28	3	/	-5.5	-6
CN(C)CCCNC(=O)C[C@H]1CC[C@H](NS(=O)(=O)c2ccccc2)[C@@H](CO)O1	-1	-0.2	0.0	-8	-7	10	4.2	-10
C=CCNC(=S)NNC(=O)C(CC(C)C)CC(C)O (centres undefined)	-1	4.3	0.0	-6	-3	11	-1.2	3
Cc1ccc(S(=O)(=O)N(C)C[C@H]2Oc3cc(C#Cc4ccccc4)ccc3S(=O)(=O)N([C@H](C)CO)C[C@H]2C)cc1	2	2.0	-0.6	0	0	9	/	13
C/C(=N\Nc1ccc(C(=O)O)cc1)c1ccc(Cl)s1	2	0.0	0.4	-11	-8	-8	/	0
CC1CCN(C(=O)CSc2nnc3ccccn23)CC1	-8	/	0.0	-9	6	19	2.0	0
Cc1ccc(/C=C2\SC(N)=NC2=O)s1	-1	/	0.0	-92	-8	0	3.4	-18
CCCN(C(=O)COC(=O)Cn1c(=O)oc2ccccc21)c1c(N)n(Cc2ccccc2)c(=O)[nH]c1=O	2	/	0.2	-30	/	-7	-5.8	-4
COc1ccc(CC(=O)Oc2cc(C)ccc2C)cc1	3	/	0.2	0	/	-7	-3.1	-7
CSCCC(NC(=O)c1ccccc1Cl)C(=O)NCC(c1ccc(F)cc1)N1CCOCC1 (centres undefined)	-1	/	0.3	-12	6	-23	-2.7	-2
C[C@@H]1CCCCO[C@H](CN(C)S(=O)(=O)c2cn(C)cn2)[C@@H](C)CN([C@@H](C)CO)C(=O)c2cc(NC(=O)Cc3ccccc3)ccc2O1	/	-0.1	-0.4	/	9	-2	1.3	0
O=C(CN1CCN(c2ccccn2)CC1)Nc1ccc(Br)cc1	-3	0.4	-0.1	-4	-4	-13	-1.2	1
CCCC#Cc1ccc([C@H]2[C@@H](CO)N3C(=O)CN(C(=O)Cc4cccnc4)C[C@H]23)cc1	-2	0.0	0.1	-21	/	-1	-0.1	6
O=C(CCC(F)(F)F)N1CCCC(N2CCN(c3cccc(Cl)c3)CC2)C1 (centres undefined)	1	/	0.2	-8	-7	-19	2.2	4
CCCNC(=O)c1cc2c(c(-c3cccc(-c4cccc(F)c4)c3)n1)[C@@H](CCO)N([S@](=O)C(C)(C)C)C2	-7	0.2	0.1	22	5	9	-0.6	?
COC(=O)c1ccc(CNC(=O)Cn2cnc3c(OCc4ccccc4)ncnc32)cc1	-5	0.0	0.0	0	4	1	2.8	-12
CC1(C)CC(NC(=O)c2ccc(F)cc2)CC(C)(C)N1	-3	-0.2	-0.1	-8	6	8	1.4	6
CC1=NNC(=O)/C1=C\c1cn(-c2ccccc2)nc1-c1cccs1	-4	/	0.7	-8	/	4	-4.0	/
CCN(CCNC(=O)c1cc(C)nn1-c1ccccc1)c1ccccc1	0	0.1	0.1	-16	11	-3	-0.4	-6
Cc1ccc(N2CC(C(=O)OCC(=O)NNC(=O)c3ccccc3)CC2=O)cc1 (centres undefined)	0	3.0	0.1	-4	-2	6	0.4	-5
Cc1ccc(NC(=O)CN(C)CC(=O)Nc2ccc(N3CCOCC3)cc2)c([N+](=O)[O-])c1	/	0.1	0.1	/	/	3	2.3	/
C/C(=C\c1ccccc1)CN1CCN(c2ccccc2F)CC1	-1	/	/	-10	11	-3	/	/
Brc1ccc(CSc2ccc3nnc(-c4ccccn4)n3n2)cc1	5	-0.6	0.0	5	-1	-1	-3.5	0
CNC(=O)C[C@H]1CC[C@H]2[C@@H](COc3ccc(NC(=O)c4cccc(F)c4)cc3C(=O)N2C)O1	0	92*	0.0	5	-9	5	0.4	11
CN1CCN(NC(=O)CN2C(=O)/C(=C/c3ccccc3F)SC2=S)CC1	2	/	0.0	-74	/	-6	1.1	5
CC(C(C(=O)N1CCCCC1)N1CCCCC1)N1CCCCC1 (centres undefined)	-3	-0.1	0.1	-16	-3	-2	4.5	?
O=C(CN1CCN(S(=O)(=O)c2ccc(Br)s2)CC1)N1CCc2ccccc21	-1	-0.2	0.3	-16	-1	-1	-1.1	-4
C[C@@H]1CCCCO[C@@H](CN(C)Cc2ccc3c(c2)OCO3)[C@@H](C)CN([C@@H](C)CO)C(=O)c2cc(NS(=O)(=O)c3cn(C)cn3)ccc2O1	/	-0.2	0.0	/	7	3	-1.1	10
CCC1Sc2ccc(S(=O)(=O)CCC(=O)Nc3ccc(OC(F)(F)F)cc3)cc2NC1=O (centres undefined)	17	/	0.2	-4	-17	-27	1.3	2
Cc1ccc(S(=O)(=O)N2CCC(C(N)=O)CC2)c(C)c1C	0	/	/	2	-8	-4	2.2	0
COc1ccc(CC(=O)NCCCc2ccccc2)cc1OC	-2	0.2	0.1	-2	2	41	0.7	-3
CN(CC(=O)Nc1ccc(N2CCOCC2)cc1)C(=O)CCc1ccccc1Cl	-5	0.1	0.1	-6	/	-2	1.7	5
CCOc1cc(-c2sc(Nc3ccccc3)n[n+]2-c2ccc(F)cc2)ccc1OC	-5	0.0	0.0	-11	2	-9	2.6	-5
Cc1ccc(F)cc1-c1nc(NCC2CC2)nc2ccsc12	1	-0.4	0.0	-11	1	15	0.5	?
Cc1cc(=O)[nH]c(SCC(=O)Nc2cccc(S(=O)(=O)N3CCOCC3)c2)n1	-1	/	-0.3	-14	-2	23	-7.6	2
Cc1ccc(OCC(=O)c2cc(C)n(Cc3ccco3)c2C)c([N+](=O)[O-])n1	3	13	0.4	-12	2	-5	2.4	-7
Cc1c(N)cccc1[N+](=O)[O-]	-1	/	/	-3	11	-8	1.1	-1
Cn1cnnc1SCC(=O)NC1CCCN(Cc2ccccc2F)C1 (centres undefined)	-4	/	0.0	-12	-2	-9	0.1	1
CN(C(=O)c1cccc(NC(=O)Cc2ccc(NC(=O)C3CCCN(C(=O)CCc4ccccc4)C3)cc2)c1)C1CC1 (centres undefined)	1	-0.2	/	-59	1	-8	1.1	2
CC(C)(C)Nc1nc2nonc2nc1NC(C)(C)C	-2	/	/	-21	5	-70	5.5	1
COc1ccccc1N1C(=O)CC(Sc2ccccc2N)C1=O (centres undefined)	2	0.1	0.3	-16	/	-14	-1.5	0
CC(C)[C@H](NC(=O)c1ccccc1F)C(=O)NCc1ccc(S(N)(=O)=O)cc1	5	/	0.0	-11	1	-8	6.0	8
CCC1CCc2c(sc(NC(=O)CSc3nc(-c4ccco4)cc(C(F)(F)F)n3)c2C#N)C1 (centres undefined)	-3	/	/	-2	3	20	/	-12
CC(=O)C[C@@H]1OC[C@H](Cc2ccccc2)N1S(=O)(=O)c1ccc(C)cc1	1	-0.2	0.2	-9	/	-13	1.4	-10
O=C(Cn1cnc2ccccc2c1=O)c1ccc(OC(F)F)cc1	4	0.1	0.0	-38	-10	0	7.6	?
CCOc1cc(CN2CCC(N3CCC(C(=O)NC4CC4)CC3)CC2)ccc1O	0	-0.2	0.3	-6	-7	/	-3.5	1
CCCC(=O)N1CC2(C1)CN(C(=O)Nc1ccc(F)cc1)[C@@H](CO)c1c2c2ccc(OC)cc2n1C	1	0.0	0.1	-3	/	0	-2.0	-10
COc1ccc(NC(=O)NCCc2c[nH]c3ccccc23)c(OC)c1	3	/	0.1	8	9	18	1.6	-2
O=[N+]([O-])c1ccc(NCc2ccccn2)nc1	5	-0.1	0.1	-18	2	3	-1.5	-2

Next entries follow.
SMILES	Casp6 inh	E-selectin induc	Xi reactivation	RAD52 anneal inh	RAD54 branch	GSIS activator	CFTR F508del cor	DENV2 CPE
OCC1CCCN(c2nc(CN3CCCCC3)nc3scc(-c4ccccc4)c23)C1 (centres undefined)	-2	-0.2	-0.1	-14	/	-4	-2.3	2
CN1CCN(c2ccc(NC(=O)c3ccc(-c4ccccc4F)o3)cc2)CC1	-30	/	-0.1	10	24	-21	2.6	2
O=C(c1cccnc1)N1CC2(C1)[C@H](c1ccccc1)[C@@H](CO)N2C(=O)CC1CC1	3	0.1	0.0	-10	/	-2	3.8	-10
CCCNc1ncnc2ccc(Br)cc12	1	/	/	16	-3	/	-2.9	3
Cc1cc(-c2n[nH]c(=S)n2/N=C/c2cc([N+](=O)[O-])ccc2Cl)n[nH]1	-1	0.3	0.1	-19	-12	-40	/	3
COc1cccc(/C=C/C(=O)NCc2cn3cc(Cl)ccc3n2)c1OC	0	-0.1	0.3	-17	/	-19	-1.9	0
CC1(C(=O)NS(=O)(=O)c2cccc(OC(F)F)c2)CCN1C(=O)CC(c1ccccc1)c1ccccc1 (centres undefined)	1	-0.2	0.2	-5	-5	-13	-0.1	-1
O=C(Nc1cccc(-c2cscn2)c1)C1CCN(Cc2ccccn2)CC1	-4	/	-0.1	-21	-20	-8	-0.5	-3

A few values from the results shown:
CFTR F508del cor result of COc1cccc(/C=C/C(=O)NCc2cn3cc(Cl)ccc3n2)c1OC = -1.9
DENV2 CPE result of Cc1cc(-c2n[nH]c(=S)n2/N=C/c2cc([N+](=O)[O-])ccc2Cl)n[nH]1 = 3

Screens (PubChem)
